Assay outcomes as filed in PubChem.
p53 reactivator = restores transcriptional activity of mutant p53. H1299 p53-A138V BP100-luciferase reporter, luminescence, 24 h. Potency, µM (series often up to 92.2 µM), for inactives: at the highest dose activity change, positive = activation, actives largely listed as activators. hit rate 0.063% among 320,000; further: potency means the concentration at half of the fitted maximal effect; % of control where 0% means no effect; nearly all actives have a fitted effect of over 45% in size
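p53-null H1299 cells stably carrying temperature-sensitive p53-A138V and a BP100-luciferase reporter were pinned with compounds (4-point, 1:5 series) and held 24 hrs at 37 deg C. Luminescence was read 10 min after detection reagent.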
TSG101-PTAP inh = blocks PTAP/TSG101 interaction to inhibit HIV-1 budding; Fluorescence polarization, FITC-PTAP peptide / Tsg101 binding; Q99816; Potency, µM (highest dose often 115 µM), for inactives: at the top dose activity change, negative = inhibition, hits mostly inhibitors; 340,000 tested, under 10 active; active means well fitted inhibition curve with a large enough effect in the main read-out, with a control signal flat, not every such curve was filed as active; inconclusive means small, poorly fitted or top-dose-only effect, or effect the other way, or a change in a side signal; inactive means no such curve, though single readings can be large or run the other way; further: potency means the concentration at half of the fitted maximal effect; % of control where 0% means no effect
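Steps: Tsg101 binding domain dispensed (10 uM final), compounds pinned in DMSO, FITC-labeled PTAP-motif peptide added (50 nM final); after 20 min binding at room temperature, polarization measured.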
ELG1 repair inh = blocks ELG1-dependent DNA repair in HEK293T cells | Potency, µM (doses to about 46.1 µM), without a hit: top-dose activity change, negative = inhibition, most hits filed as inhibitors | hit rate 2.3% among 330,000 | HEK293T ELG1-luciferase reporter, luminescence, 16 h; DNA damage induced by 5-fluorouridine; further: potency means the concentration at half of the fitted maximal effect; on the % scale 0 is the no-effect control and ±100 the full control effect; nearly all actives have a fitted effect of over 55% in size
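Quantitative HTS, concentration-response format. 2,000 cells/well co-treated with 5-fluorouridine and compound, 16 hr in 5% CO2 at 37 °C; ONE-Glo luminescence read after 30 min.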
TCR activator = T cell receptor activation. Potency, µM (doses to about 9.22 µM), inactives show at the top dose activation of IL-2 secretion, hits mostly activators. AID 504894. 330,000 tested, under 10 active. primary human leukocytes, anti-CD3, IL-2 HTRF, 48 h; further: % of control where 0% means no effect
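Activity was scored as IL-2 release from primary human leukocytes given only a TCR signal (a-CD3 beads) plus compound for 48 hr. Detection used a two-antibody HTRF format read at 665nm.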
MLL CXXC-DNA inh = MLL CXXC-DNA interaction inhibition. Q03164. hit rate 0.037% among 290,000. MLL-CXXC / FITC-HOXA9 DNA fluorescence polarization. Potency, µM (top dose mostly 115 µM), for the others: at the highest dose activity change, negative = inhibition, most hits filed as inhibitors; active means well fitted inhibition curve with a large enough effect in the polarisation, with a control signal flat, not every such curve was filed as active; inconclusive means small, poorly fitted or top-dose-only effect, or effect the other way, or a change in a side signal; inactive means no such curve, though single readings can be large or run the other way; the % refers to the polarisation; further: potency means the concentration at half of the fitted maximal effect
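Purified MLL-CXXC (added from a 7 uM solution) was preincubated 5 min at ambient with pinned compounds in 50 mM Tris-HCl pH 7.5, 50 mM NaCl, 1 mM DTT, 0.05% BSA. Fluorescein-labeled HOX-A9 DNA (50 nM solution) followed, 30 min, then polarization read.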
Integrin act MD = integrin-mediated muscular dystrophy alleviation activation; alpha7betagal myoblasts, beta-gal FDG fluorescence, 48 h; Potency, µM (series often up to 38.3 µM), without a hit: at the top dose activation, most hits filed as activators; hit rate 0.064% among 350,000;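 further: potency means the concentration at half of the fitted maximal effect; 100% = response of the positive control SU9516; nearly all actives have a fitted effect of over 60% in size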
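Alpha7betagal+/- myoblasts (passage 13) were plated 16-24 hr, then exposed to compounds (1:260 dilution of DMSO stock) for 48 hours at 37C. After MPER lysis, β-galactosidase reporter activity was read as FDG fluorescence (ex 480/em 540) after 30 minutes.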
B2AR arrestin = recruits beta-arrestin to the human beta2-adrenergic receptor; P07550; AID 492947; beta-arrestin recruitment to beta2AR, cell-based reporter; Potency, µM (highest dose often 46.1 µM), for the others: top-dose activation, usual class: activators; hit rate 0.02% among 330,000;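 further: potency means the concentration at half of the fitted maximal effect; 0% = DMSO controls and full agonism = EC100 isoproterenol or metaproterenol; nearly all actives have a fitted effect of over 65% in size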
TRPV1 agonist = agonists of human vanilloid receptor 1 (TRPV1). Q8NER1. TRPV1-expressing cells, Fluo-8 calcium influx, agonist mode. activation, % at 8.33 µM. hit rate 0.19% among 320,000; in the data active means activation above about 80%; inconclusive means between about 30% and that limit; further: 0% is about no effect
Target sequence (Q8NER1 whole entry, looked up): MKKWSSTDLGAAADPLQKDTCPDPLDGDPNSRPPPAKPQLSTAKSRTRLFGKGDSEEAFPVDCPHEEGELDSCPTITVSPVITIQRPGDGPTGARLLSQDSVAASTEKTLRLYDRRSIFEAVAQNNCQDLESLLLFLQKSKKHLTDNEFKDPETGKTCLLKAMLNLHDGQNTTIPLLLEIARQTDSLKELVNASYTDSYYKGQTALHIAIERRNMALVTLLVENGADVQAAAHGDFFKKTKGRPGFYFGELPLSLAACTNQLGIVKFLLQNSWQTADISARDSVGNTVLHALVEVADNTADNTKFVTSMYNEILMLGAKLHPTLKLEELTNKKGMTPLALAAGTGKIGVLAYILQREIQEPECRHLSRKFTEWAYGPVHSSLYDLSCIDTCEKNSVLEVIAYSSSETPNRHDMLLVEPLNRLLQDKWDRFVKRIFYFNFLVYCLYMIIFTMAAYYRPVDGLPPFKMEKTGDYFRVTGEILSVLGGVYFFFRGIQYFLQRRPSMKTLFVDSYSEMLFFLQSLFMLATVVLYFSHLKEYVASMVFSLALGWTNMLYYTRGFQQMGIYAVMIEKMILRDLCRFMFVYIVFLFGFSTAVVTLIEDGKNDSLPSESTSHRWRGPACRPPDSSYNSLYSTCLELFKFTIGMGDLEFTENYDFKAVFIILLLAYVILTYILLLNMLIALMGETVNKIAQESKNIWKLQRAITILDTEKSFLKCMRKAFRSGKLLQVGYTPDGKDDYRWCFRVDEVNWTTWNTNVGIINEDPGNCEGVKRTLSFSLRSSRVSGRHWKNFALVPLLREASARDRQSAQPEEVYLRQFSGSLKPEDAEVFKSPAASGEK
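TRPV1-expressing cells were cultured overnight at 35.5C and loaded with Fluo-8 calcium dye for 40 to 90 min at room temperature. After a 10 s baseline, compound was added and calcium influx was read kinetically for 3 min (ex 480/em 520 nm).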
BRCA1 expr up = activators of BRCA1 expression; Potency, µM (series often up to 46.1 µM), for inactives: at the highest dose activation, most hits filed as activators; AID 624202; MCF7-BRCA1-FFLuc reporter, luminescence, 48 h; response scale: scaled: vehicle 0%, 10 µM genistein 100%; hit rate 1.1% among 380,000; further: potency means the concentration at half of the fitted maximal effect; nearly all actives have a fitted effect of over 80% in size; some results filed as inactive show a strong effect at the top dose
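Quantitative HTS in MCF7 cells stably reporting BRCA1 expression via firefly luciferase. Compound treatment lasts 48 h at 37 °C in phenol-red free MEM. Activation is expressed relative to genistein at 10 microM and DMSO.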
AT treatment = potential ataxia-telangiectasia treatment; […] A-T fibroblasts, KAP-1 phosphorylation AlphaLISA; neocarzinostatin DNA damage 30 min before lysis; hit rate 0.19% among 320,000; Potency, µM (top dose mostly 57.5 µM), without a hit: top-dose activation, usual class: activators; further: potency means the concentration at half of the fitted maximal effect; % of control where 0% means no effect; nearly all actives have a fitted effect of over 45% in size
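hTERT-immortalized A-T patient fibroblasts ([…]), 500 cells/well in OPTI-MEM, 1% FBS, got compounds for 60 min, then NCS for 30 min at 37C. Lysates were then assayed for phospho-KAP-1 by AlphaLISA (anti-pKAP1 donor, anti-KAP1 acceptor beads), 6 hr at 25C.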
* = called active by the depositor; [ ] = remark or other dose. Unless noted, the call rests on the fitted dose curve; in most records, active means well fitted curve in the direction sought with a large enough effect; inconclusive means small, poorly fitted or top-dose-only effect, or another doubt; inactive means no such curve, though single readings can be large; an effect the other way counts as inactive or inconclusive. An unsorted share of the library, and some 3.8% of all compounds hit somewhere here.

For O=C(NNc1nc2c(F)cccc2s1)c1ccc(F)cc1 the results were p53 reactivator -4.1%, TSG101-PTAP inh -4.2%, ELG1 repair inh -11.6%, TCR activator 7.3%, MLL CXXC-DNA inh -27.7%, Integrin act MD -33.5%, B2AR arrestin 0.1%, TRPV1 agonist 7.0, BRCA1 expr up 4.8% and AT treatment -0.7%.
`COc1cc(C(=O)NC2CCN(CC(=O)NC3CCCCC3C)CC2)cc(OC)c1OC` (stereo not given) gave p53 reactivator -6.8%, TSG101-PTAP inh -2.6%, ELG1 repair inh 12.9%, TCR activator 2.6%, MLL CXXC-DNA inh 11.6%, Integrin act MD -18.3%, B2AR arrestin -0.4%, TRPV1 agonist -5.0, BRCA1 expr up -13.7% and AT treatment 7.8%.
`CCOc1cc(/C=N/Nc2ccc(C(=O)O)cc2)ccc1OC(=O)c1ccccc1C` gave p53 reactivator 2.8%, TSG101-PTAP inh -2.2%, ELG1 repair inh inconclusive, TCR activator 3.1%, MLL CXXC-DNA inh 18.9%, Integrin act MD 5.7%, B2AR arrestin -0.6%, TRPV1 agonist 5.6, BRCA1 expr up inconclusive and AT treatment -12.1%.
For COc1ccc(OC)c(CNC(=O)C2CCN(C(=O)N(C)C)CC2)c1 the results were p53 reactivator -1.5%, TSG101-PTAP inh 1.3%, ELG1 repair inh 4.7%, TCR activator -21.6%, MLL CXXC-DNA inh 7.4%, Integrin act MD 10.4%, B2AR arrestin -0.5%, TRPV1 agonist -1.7, BRCA1 expr up -12.4% and AT treatment -0.8%.
`Cc1c(C(=O)/C=C/N(C)C)nnn1-c1ccc(Cl)c(Cl)c1` gave p53 reactivator 7.6%, TSG101-PTAP inh -10.4%, ELG1 repair inh -12.6%, TCR activator -3.2%, MLL CXXC-DNA inh 3.1%, Integrin act MD -30.0%, B2AR arrestin -0.3%, TRPV1 agonist -2.3, BRCA1 expr up 59.4% and AT treatment 9.0%.
For CCOC(=O)C1CCCN(CCC(=O)Nc2ccc(F)c(F)c2)C1 (stereo not given) the results were p53 reactivator -2.1%, TSG101-PTAP inh -14.4%, ELG1 repair inh 10.4%, TCR activator 1.9%, MLL CXXC-DNA inh -4.3%, Integrin act MD -16.5%, B2AR arrestin 0.1%, TRPV1 agonist 9.7, BRCA1 expr up 19.7% and AT treatment -0.7%.
Screening CCN1CCN(C(=O)CCc2ccc(S(=O)(=O)NCCc3ccccc3)cc2)CC1 returned p53 reactivator 7.2%, TSG101-PTAP inh -3.8%, ELG1 repair inh 0.2%, TCR activator -2.6%[46.1 µM], MLL CXXC-DNA inh -10.4%, Integrin act MD 22.8%, B2AR arrestin -0.1%, TRPV1 agonist -1.8, BRCA1 expr up 3.4% and AT treatment -1.5%.
Screening CCCCOC(=O)C1CCC[C@@H](C)N1 (stereo not given in full) returned p53 reactivator 4.6%, TSG101-PTAP inh -3.5%, ELG1 repair inh 20.7%, TCR activator -6.6%, MLL CXXC-DNA inh 16.2%, Integrin act MD 0.0%, B2AR arrestin -0.2%, TRPV1 agonist 0.0, BRCA1 expr up -6.8% and AT treatment 0.2%.
For Cc1n[nH]c(=O)n1-c1ccc(OCc2ccccc2)cc1 the results were p53 reactivator 4.4%, TSG101-PTAP inh -0.5%, ELG1 repair inh inconclusive, TCR activator 1.8%, MLL CXXC-DNA inh -13.1%, Integrin act MD 0.1%, B2AR arrestin -0.9%, TRPV1 agonist -4.2, BRCA1 expr up 5.62µM* and AT treatment 10.1%.
`O=C(COc1ccc2ccccc2c1)N1CCN(c2ccccc2O)CC1` gave p53 reactivator -0.1%, TSG101-PTAP inh 0.2%, ELG1 repair inh 0.0%, TCR activator 4.6%, MLL CXXC-DNA inh -3.8%, Integrin act MD -10.3%, B2AR arrestin 0.1%, TRPV1 agonist inconclusive, BRCA1 expr up -32.2% and AT treatment -2.6%.
Cc1noc(C)c1S(=O)(=O)N(CC(=O)NCc1ccc(Cl)cc1)c1ccc2c(c1)OCO2 was read as p53 reactivator 8.6%, TSG101-PTAP inh 0.1%, ELG1 repair inh -9.2%, TCR activator 4.9%, MLL CXXC-DNA inh 7.1%, Integrin act MD 7.4%, B2AR arrestin -0.2%, BRCA1 expr up -33.2% and AT treatment 32.4%.
Screening Nc1nc(-c2ccccc2)c(-c2ccc([N+](=O)[O-])cc2)s1 returned p53 reactivator -1.6%, TSG101-PTAP inh 3.0%, ELG1 repair inh inconclusive, TCR activator -9.0%, MLL CXXC-DNA inh 19.2%, Integrin act MD -5.2%, B2AR arrestin 0.4%, TRPV1 agonist 21.6, BRCA1 expr up -21.5% and AT treatment 1.7%.
For Cn1c(COc2ccc3ccccc3c2)nnc1SCC(=O)OC1CCCCC1 the results were p53 reactivator -3.0%, TSG101-PTAP inh -1.1%, ELG1 repair inh 4.6%, TCR activator -10.4%[46.1 µM], MLL CXXC-DNA inh 5.4%, Integrin act MD 4.5%, B2AR arrestin -0.3%, TRPV1 agonist 1.3, BRCA1 expr up -27.0% and AT treatment 9.7%.
Screening CCC(=O)Nc1nc(C)c(-c2csc(Nc3cccc(O)c3)n2)s1 returned p53 reactivator 28.2µM*, TSG101-PTAP inh -1.5%, ELG1 repair inh 2.59µM*, TCR activator -9.5%, MLL CXXC-DNA inh 12.3%, Integrin act MD -51.4%[inhibitor], B2AR arrestin -1.2%, TRPV1 agonist -1.0, BRCA1 expr up -40.2% and AT treatment 7.0%.
Screening CCOc1ccc(N2C(=O)/C(=C/c3ccccn3)SC2=S)cc1 returned p53 reactivator 0.1%, TSG101-PTAP inh 1.5%, ELG1 repair inh 1.3%, TCR activator 0.1%, MLL CXXC-DNA inh -0.3%, Integrin act MD -10.3%, B2AR arrestin -0.2%, TRPV1 agonist 0.0, BRCA1 expr up -0.2% and AT treatment 0.4%.
O=C1CN(C(=O)c2ccccc2F)C(c2ccccc2)c2cc(Cl)ccc2N1 (stereo not given) was read as p53 reactivator -4.4%, TSG101-PTAP inh -0.4%, ELG1 repair inh -18.6%, TCR activator -5.3%, MLL CXXC-DNA inh -9.1%, Integrin act MD inconclusive, B2AR arrestin 0.2%, TRPV1 agonist inconclusive, BRCA1 expr up -46.6% and AT treatment 12.4%.
N#Cc1ccc(/C=C2\CCCCn3c2nc2cc(C(=O)O)ccc2c3=O)cc1 was read as p53 reactivator 14.5%, TSG101-PTAP inh -5.9%, ELG1 repair inh 25.7%, TCR activator -1.6%, MLL CXXC-DNA inh -4.1%, Integrin act MD -17.3%, B2AR arrestin -0.6%, TRPV1 agonist -0.4, BRCA1 expr up 17.0% and AT treatment 7.4%.
`CCn1c(CC(=O)Nc2ccccc2)n[nH]c1=S` gave p53 reactivator 0.5%, TSG101-PTAP inh -3.1%, ELG1 repair inh 9.1%, TCR activator -4.4%, MLL CXXC-DNA inh 4.7%, Integrin act MD 10.1%, B2AR arrestin 0.9%, TRPV1 agonist -1.9, BRCA1 expr up 0.0% and AT treatment -4.6%.
CCN(CC)S(=O)(=O)c1ccc2[nH]cc(C(=O)NC3CC3)c(=O)c2c1 was read as p53 reactivator -0.8%, TSG101-PTAP inh -2.6%, ELG1 repair inh 15.0%, TCR activator 2.3%, MLL CXXC-DNA inh -1.9%, Integrin act MD 5.2%, B2AR arrestin -0.2%, TRPV1 agonist 2.3, BRCA1 expr up -14.3% and AT treatment 8.7%.
`CC(=O)Nc1ccc(S(=O)(=O)N2CCC(C(=O)NCCC(=O)NCc3ccccc3)CC2)cc1` gave p53 reactivator -0.4%, TSG101-PTAP inh -4.2%, ELG1 repair inh 12.7%, TCR activator 1.6%, MLL CXXC-DNA inh 7.9%, Integrin act MD -15.3%, B2AR arrestin -1.0%, TRPV1 agonist -2.1, BRCA1 expr up 1.8% and AT treatment 19.7%.
`COc1ccc(CCNC(=O)c2ccc3c(c2)NC(=O)CS3)cc1OC` gave p53 reactivator -4.3%, TSG101-PTAP inh -0.5%, ELG1 repair inh 4.0%, TCR activator -2.2%, MLL CXXC-DNA inh 0.5%, Integrin act MD 3.4%, B2AR arrestin 0.1%, TRPV1 agonist -2.9, BRCA1 expr up 1.0% and AT treatment 5.0%.
For COCCNC(=O)Cn1c(=O)n(C)c2ccccc21 the results were p53 reactivator -0.9%, TSG101-PTAP inh -4.6%, ELG1 repair inh -0.3%, TCR activator 5.6%, MLL CXXC-DNA inh -0.1%, Integrin act MD 32.9%, B2AR arrestin -0.2%, TRPV1 agonist 0.0, BRCA1 expr up -7.9% and AT treatment 2.5%.
CCn1c(=O)c2cc(C(=O)Nc3ccc(OC)cc3OC)sc2c2ccccc21 was read as p53 reactivator -2.6%, TSG101-PTAP inh -7.6%, ELG1 repair inh inconclusive, TCR activator 7.1%, MLL CXXC-DNA inh -15.2%, Integrin act MD 0.9%, B2AR arrestin -0.4%, TRPV1 agonist 1.3, BRCA1 expr up -0.1% and AT treatment -8.0%.
